Assay outcomes: PubChem BioAssay, The Scripps Research Institute Molecular Screening Center
procasp3 activ – activators of human procaspase-3 D3A mutant, primary screen, biochemical, absorbance, PC-3 D3A mutant, single concentration; recombinant procaspase-3 D3A, Ac-DEVD-pNA absorbance 405 nm; 330,000 compounds, 0.11% hits; activation, % at 8.5 µM; Caspase-3 (Homo sapiens), P42574;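 active = activation above the mean of all tested compounds plus 3 SD, cut at about 21% in these data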;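 also: 0% = DMSO alone and 100% = DMSO wells spiked with extra 5 µM PC-3 D3A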
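Assay system – Procaspase-3 D3A mutant · Benchmarks – DMSO low control, extra-enzyme high control · Technique – 405 nm absorbance of p-nitroaniline, reads at 0 and 120 min · Doses – 8.5 µM nominal · Measure – % activation between DMSO and enzyme-spiked controls · Also added – Ac-DEVD-pNA chromogenic peptide substrate · Schedule – 1 h compound preincubation, 2 h substrate hydrolysis at 25 °C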
PAFAH2 inh – PAFAH2 enzyme inhibitors, primary screen, biochemical, fluorescence polarization, human | recombinant PAFAH2, FP-rhodamine activity probe | 340,000 compounds, 0.99% hits | AID 492956, 2010 | inhibition, % at 3.39 µM | Platelet-activating factor acetylhydrolase 2, cytoplasmic (Homo sapiens), Q99487;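 active = inhibition above the mean over all tested compounds plus 3 SD, cut at about 30% in these data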;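 also: inhibitors block probe labeling of enzyme so polarization drops; 0% = enzyme with DMSO and 100% = wells lacking PAFAH2 protein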
HCV core dimer – inhibitors of HCV core protein dimerization, primary screen, biochemical, TR-FRET, high-throughput; TR-FRET GST/Flag-core106 dimerization, 1536-well; inhibition, % at 5 µM; 300,000 compounds, 0.33% hits;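 active = inhibition above the mean of all tested compounds plus 3 SD, set per screening campaign, cut at about 45% in these data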
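Assay system: Tagged HCV core106 pair (GST and Flag) | Buffer or medium: KF-containing HEPES buffer, pH 7.45, DTT, CHAPS, BSA | Also added: Eu donor and XL665 acceptor anti-tag antibodies | Dosing: One concentration, 5 µM, in 0.5% DMSO | Timing: 4 h at 22.5 °C | Technique: TR-FRET 671 and 617 nm emission | Repeats: Singlicate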
TPT1 inh – Candida albicans TPT1 enzyme inhibitors, primary screen, biochemical, fluorescence polarization; recombinant caTPT1, FP RNA substrate dephosphorylation; inhibition, % at 5 µM; 300,000 compounds, 0.81% hits; AID 1962, 2009;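 active = inhibition above the mean of all tested compounds plus 3 SD, set per screening campaign, cut at about 24% in these data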;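 also: plate controls were DMSO alone for no effect and ferristatin control at 100 nM for full effect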
proCasp7 act – procaspase-7 activators, primary screen, counter-screen for procaspase-3 activator project, biochemical, absorbance, HTS, human | Caspase-7 (Homo sapiens), P55210 | recombinant procaspase-7, Ac-DEVD-pNA absorbance 405 nm; D23A/D198A/D206A triple mutant, cannot self-cleave; scale: DMSO 0, 5 µM enzyme 100 | activation, % at 8.5 µM | 330,000 compounds, 0.093% hits | AID 463210, 2010;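 active = percent activation above the screen-wide mean plus 3 SD, cut at about 25% in these data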
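Replicates: singlicate. Assay system: Procaspase-7 triple mutant (PC-7 D3A). Signal: 405 nm absorbance of p-nitroaniline. Times: 1 h preincubation, 2 h reaction. Buffer or medium: Zinc-free HEPES pH 7.4 with 300 mM NaCl, 0.01% Triton X-100. Also added: DEVD-pNA substrate. Benchmarks: DMSO wells as 0%, DMSO with 5 µM added PC-7 as 100%.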
AHR activator – AHR activators, primary screen, cell-based, luminescence, luciferase reporter, human. Aryl hydrocarbon receptor (Homo sapiens), P35869. AHR-responsive luciferase reporter cells. activation, % at 5 µM. 320,000 compounds, 2.5% hits. AID 2796, 2010; in the data active = activation above about 47%;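 also: 0% = vehicle wells and 100% = reference agonist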
Target sequence (P35869 whole entry, looked up): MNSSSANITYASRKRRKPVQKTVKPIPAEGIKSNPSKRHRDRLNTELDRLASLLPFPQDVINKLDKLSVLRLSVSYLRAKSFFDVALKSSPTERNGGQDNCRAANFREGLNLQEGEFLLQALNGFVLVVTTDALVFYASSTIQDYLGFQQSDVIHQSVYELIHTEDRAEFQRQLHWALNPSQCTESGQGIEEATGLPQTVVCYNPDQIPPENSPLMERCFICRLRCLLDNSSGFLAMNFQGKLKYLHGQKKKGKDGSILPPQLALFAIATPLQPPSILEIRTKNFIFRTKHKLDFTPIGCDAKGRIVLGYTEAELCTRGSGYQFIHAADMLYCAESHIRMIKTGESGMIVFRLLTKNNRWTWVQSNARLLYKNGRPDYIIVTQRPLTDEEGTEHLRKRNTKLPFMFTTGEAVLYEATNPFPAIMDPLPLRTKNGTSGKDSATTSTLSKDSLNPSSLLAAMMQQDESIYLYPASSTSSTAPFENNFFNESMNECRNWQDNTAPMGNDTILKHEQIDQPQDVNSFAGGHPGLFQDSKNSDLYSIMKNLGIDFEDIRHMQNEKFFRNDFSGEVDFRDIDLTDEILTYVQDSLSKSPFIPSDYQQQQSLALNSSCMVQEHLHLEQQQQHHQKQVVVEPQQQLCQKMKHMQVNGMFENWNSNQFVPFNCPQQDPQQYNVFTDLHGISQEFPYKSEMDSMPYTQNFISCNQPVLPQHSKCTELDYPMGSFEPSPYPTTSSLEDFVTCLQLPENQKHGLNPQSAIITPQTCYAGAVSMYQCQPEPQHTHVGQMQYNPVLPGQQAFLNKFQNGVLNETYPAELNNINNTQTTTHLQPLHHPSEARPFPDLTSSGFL
PP1 inh – PP1-alpha phosphatase inhibitors, primary screen, counter-screen for PP5 inhibitor project, biochemical, fluorescence, OMFP substrate, single point; inhibition, % at 6.7 µM; Serine/threonine-protein phosphatase PP1-alpha catalytic subunit (Homo sapiens), P62136; purified PP1alpha; 320,000 compounds, 0.9% hits;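 active = inhibition above the mean inhibition of all tested compounds plus 3 SD, computed separately for each screening campaign, cut at about 15% in these data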
Fh CTSL1 inh – Fasciola hepatica cathepsin L1 inhibitors, primary screen, counter-screen for PFM18AAP inhibitor project, biochemical, QFRET, fluorogenic peptide substrate; recombinant F. hepatica cathepsin L1, Z-Leu-Arg-MCA fluorescence; inhibition, % at 5.96 µM; 300,000 compounds, 0.49% hits;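 active = inhibition above the mean of all tested compounds plus 3 SD, set per screening campaign, cut at about 17% in these data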;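 also: 0% = plate median of test compound wells and 100% = 1 µM Z-Phe-Ala-diazomethylketone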
PP5 primary – PP5 phosphatase inhibitors, primary screen, biochemical, fluorescence | AID 1987, 2009 | 320,000 compounds, 0.18% hits | purified PP5c, OMFP substrate fluorescence | inhibition, % at 6.7 µM;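 active = inhibition above the campaign's mean inhibition across all tested compounds plus 3 SD, cut at about 9.5% in these data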;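 also: 0% = DMSO only and 100% = 100 µM cantharidin control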
Starred values were filed as active, the others as inactive; · = no result given.

SMILES	procasp3 activ	PAFAH2 inh	HCV core dimer	TPT1 inh	proCasp7 act	AHR activator	PP1 inh	Fh CTSL1 inh	PP5 primary
O=S(=O)(/N=C(\Sc1ccc(Cl)cc1)c1ccccc1)c1ccccc1	-2	1	-3	-2	8	3	-1	-7	1.6
CCc1nnc(NC(=O)c2ccc(Cl)c(S(=O)(=O)N3CCc4ccccc4C3)c2)s1	6	7	13	-1	6	8	-1	12	-1.9
Cc1ccc(N=C2C(=S)N(c3ccc(C)cc3)C(=N)N2/N=C/c2ccc(Cl)cc2)cc1	-5	-1	6	-2	-3	10	2	5	2.1
COC(=O)c1ccc2c(=O)[nH]c(CSc3nnc(C(F)(F)F)n3C)nc2c1	-3	-1	6	1	9	0	-1	0	-0.1
COc1cc(C)nc(Oc2ccc(/C=N/O)cc2)n1	-8	-1	-5	1	8	1	1	-2	3.1
Cc1cccc(Oc2ccc(NC(=O)c3ccccc3C(=O)O)cc2)c1C	-10	12	21	3	-12	-4	1	1	-1.0
Cc1ccnn1CCC(=O)O	3	-1	2	2	0	0	-3	4	0.1
CCS(=O)(=O)n1nc(-c2ccc(C)cc2)nc1N	7	-2	-4	-2	3	-3	-3	4	-1.3
CCCC(=O)Nc1nnc(Cc2ccccc2)s1	7	-2	-3	0	7	2	0	-1	-3.0
C=CCn1cccc(C(=O)Nc2ccc(Cl)cc2)c1=O	-1	0	9	-1	1	51*	-2	-1	1.7
Cc1cc2cc(C)c(NCCNC(=O)c3cccs3)nc2cc1C	5	-5	-4	-1	-12	97*	-2	1	8.7
CCOC(=O)c1c(-c2ccccc2)nc2ccc(C)cn12	-2	1	2	-3	3	43	2	-1	3.9
COCCN(Cc1cc2cc3c(cc2nc1Cl)OCO3)C(C)=O	-8	4	-15	3	-7	36	-7	-1	5.2
COc1ccc(-n2cnc3cc(NCc4ccco4)ccc32)cc1	5	-7	-4	0	4	32	-2	-1	4.2
C/C=C(/C)C(=O)O[C@@H]1c2c(ccc3ccc(=O)oc23)O[C@@H]1C(C)(C)OC(C)=O	-8	-3	1	-1	3	9	1	1	2.5
O=C(COC(=O)c1cccc(NC(=O)c2ccco2)c1)c1ccc(Br)cc1	0	-26	0	-2	0	16	-1	4	4.1
O=C(NCc1ccc(F)cc1)C(C(=O)NCc1ccc(F)cc1)c1ncc(C(F)(F)F)cc1Cl	3	-10	3	-1	10	-1	-4	3	-1.1
Cc1ccc2nc(C(Cl)(Cl)Cl)nc(N/N=C/c3ccncc3)c2c1	-11	6	7	1	7	93*	-1	1	0.1
NS(=O)(=O)c1ccc(CCNC(=O)c2cccc(OC(F)F)c2)cc1	3	1	2	2	-1	3	-4	-7	-1.2
COc1cc(C2c3c(oc4c(C)cc(C)cc4c3=O)C(=O)N2Cc2cccnc2)ccc1O (stereo unspecified)	-1	3	-2	-2	3	12	0	2	4.5
O=C(NCCc1ccc(C(F)(F)F)cc1)c1ccc2c(c1)OCO2	-5	1	·	·	4	-2	-2	·	-0.8
CCOc1ccc(S(=O)(=O)N(CC)CC(=O)N2CCOCC2)cc1C	0	-1	3	0	5	1	0	-2	2.2
Cc1ccc(NC(=S)N2CCN(C(=O)C3CCCO3)CC2)c(C)c1 (stereo unspecified)	3	6	-1	-5	3	-3	-4	-7	-0.3
O=C(COc1cccnc1[N+](=O)[O-])Nc1c(Cl)cccc1Cl	1	-2	·	·	12	-1	·	·	·
COc1ccc(NC(=O)c2cccnc2)c([N+](=O)[O-])c1	-3	7	2	4	3	4	-3	-3	0.5
CC(=O)N1CCc2cc(S(=O)(=O)NCCN3CCC(C)CC3)ccc21	-1	-1	-4	1	3	-1	-2	-1	0.7
O=C(NCc1cccnc1)c1cccc(-c2cc3ccccc3oc2=O)c1	6	5	-2	2	2	17	-7	3	-1.5
CS(=O)(=O)N1CCCC(C(=O)NCCc2ccc(Cl)cc2)C1 (stereo unspecified)	9	-1	3	1	10	-2	-1	-4	2.6
Cc1cc(=O)n2c(n1)NC(=NCc1ccccc1)NC2c1ccccc1 (stereo unspecified)	-3	·	2	7	3	2	-4	6	2.1
COC(=O)C1=C(C)N(CCc2ccccc2)C(=O)C1	9	-2	-4	-5	-2	-3	-2	-2	-0.1
COc1ccccc1NC(=O)CCn1c(=S)oc2ccccc21	9	5	-3	-5	13	0	-4	-1	-1.0
c1ccc2c(c1)NCCS2	-2	0	0	3	1	7	1	0	-1.8
CN(C)CCCNc1c2c(nc3cc(-c4cccc(F)c4)nn13)CCC2	9	4	1	-1	7	3	-2	3	0.2
Cc1c(Cl)cccc1-n1cnc(=O)c2ccccc21	1	4	2	-1	5	0	-7	-2	0.1
Nc1ccc(C(=O)O)cc1S(=O)(=O)O	-4	3	-2	0	11	-3	-4	-6	-3.1
O=C1c2cnc3ncnn3c2CC2c3ccccc3CCN12 (stereo unspecified)	-4	7	4	-1	3	-3	-4	0	-1.7
O=C(Nc1ccccc1C(=O)N1CCCCCC1)c1ccc(F)cc1	13	1	-7	-2	1	-1	-8	-4	0.4
Nc1nnc(SCc2coc(-c3ccc(Cl)cc3)n2)s1	4	-4	-6	-7	4	16	0	-4	1.4
CC1=C(C(=O)OCC(C)C)C(c2cc3c(cc2Br)OCO3)NC(=O)N1C (stereo unspecified)	-3	-1	5	-3	1	-1	2	2	1.6
Cc1cccc(CSC2=NCCN2C(=O)C2CC2)c1	-5	-1	-1	-3	0	5	-6	-2	1.8
COc1ccccc1Cn1c(=S)[nH]c2cc(C(=O)NCCN(C)C)ccc2c1=O	2	-2	4	-1	-4	-1	-1	0	-0.3
Fc1ccc(OCc2nnc(-c3ccccc3Br)o2)c(Cl)c1	2	-4	12	1	7	-8	4	1	1.4
CCOC(=O)CN1C(=O)S/C(=C/c2ccc(OCc3ccc(C(=O)O)cc3)cc2)C1=O	-2	-3	8	2	-6	2	-1	0	2.4
CCOC(=O)c1c(-c2ccc(OC)cc2)csc1NC(=O)CSc1ccccc1	4	-12	5	-4	4	2	4	2	0.4
O=c1c2ccccc2ncn1Cc1nc2ccccc2s1	-1	2	6	-2	13	8	-2	1	3.2

3 entries from above, ordered by the value under PAFAH2 inh, highest first.
molecule	PAFAH2 inh
COc1ccc(NC(=O)c2cccnc2)c([N+](=O)[O-])c1	7
Cc1ccc(NC(=S)N2CCN(C(=O)C3CCCO3)CC2)c(C)c1 (stereo unspecified)	6
COc1cc(C)nc(Oc2ccc(/C=N/O)cc2)n1	-1

(more compounds)
SMILES	procasp3 activ	PAFAH2 inh	HCV core dimer	TPT1 inh	proCasp7 act	AHR activator	PP1 inh	Fh CTSL1 inh	PP5 primary
COc1ccc(-n2ncc3c2CC(C)(C)CC3NC(=O)c2ccnn2C)cc1 (stereo unspecified)	3	3	4	-4	8	0	-4	-3	2.1
Cc1ccc2nsnc2c1NC(=O)CCc1ccccc1	1	-7	-9	-1	1	2	4	-1	-0.6
CC1(C)C2CC=C(/C=N/n3cnnc3)C1C2 (stereo unspecified)	6	0	-2	2	-2	-5	-1	1	-0.6
COc1ccc2c(c1)c(C(=O)CN1CCC(C(N)=O)CC1)c(C)n2C	-2	3	-2	-4	9	4	1	2	-2.5
Cn1nc(C(F)(F)F)c(C(=O)Nc2ccc(F)cc2)c1Cl	-4	-3	-1	0	7	-4	2	-1	1.6
CCOC(=O)Cc1csc(NC(=S)NC(=O)c2cc(OC)c(OC)c(OC)c2)n1	7	-3	3	-1	-5	1	-3	-3	0.0
CC(C)CN(C(=O)COC(=O)c1cncc(Br)c1)c1c(N)n(Cc2ccccc2)c(=O)[nH]c1=O	-3	2	5	-1	-4	3	-10	4	1.5
CCn1ccc(C(=O)Nc2ccccc2SC)n1	5	0	1	-6	8	2	-4	-3	0.8
O=C(ON=C1CCN(S(=O)(=O)c2ccccc2)CC1)c1ccccc1	-5	91*	6	-5	-10	-2	-4	-1	0.9
CCC(C)(C)n1c(=O)[nH]c2c(c1=O)CCC2	0	6	0	-1	-3	1	1	1	2.5
Cc1cc(C)cc(NCc2ccncc2)c1	7	4	-10	2	-8	17	-7	4	1.8
CC(OC(=O)c1ccc(-n2cnnn2)cc1)C(=O)Nc1ccccc1F (stereo unspecified)	0	-4	·	·	-4	-2	-1	·	0.4
O=c1[nH]c(N2CCN(Cc3ccc4c(c3)OCO4)CC2)nc2c1CCCC2	2	1	0	-4	4	-1	-6	-1	1.0
COc1ccccc1NC(=S)N(Cc1ccccn1)Cc1ccccc1Cl	8	-8	3	2	-3	10	-2	2	0.6
O=C(Cn1cnc(Cl)c1Cl)c1ccc(F)cc1	9	-2	-7	-2	7	-4	-2	-2	0.1
CC(C)c1cc(C(F)(F)F)n2nc(C(=O)Nc3ccc4c(c3)OCO4)cc2n1	6	0	2	6	-8	7	2	3	3.0
COc1ccc(C2(C)NC(=O)N(CC(=O)NC3(C#N)CCCCC3)C2=O)cc1 (stereo unspecified)	0	-5	3	-2	-1	1	-1	-1	1.2
CCOC(=O)C1CCN(C(=O)c2cc(S(=O)(=O)N3CCc4ccccc43)ccc2OC)CC1	-1	-2	2	-2	4	-1	-2	0	0.9
O=C(CCC(=O)OCc1ccc([N+](=O)[O-])cc1Cl)Nc1ccccc1	-8	-2	1	1	-9	-1	-3	-23	0.3
CCOc1ccc(CCNC(=O)COC(=O)/C=C/c2ccc(OCC#N)c(OC)c2)cc1OCC	-2	3	-2	0	4	0	0	-7	1.3
CCOc1ccccc1N(CC(=O)N/N=C(\C)c1cccc(Br)c1)S(C)(=O)=O	-2	-7	4	-3	-4	12	1	2	1.6
COC(=O)c1ccc(-n2nnnc2SCC(=O)Nc2ccccc2F)cc1	-3	-2	3	2	3	2	5	-6	-3.7
O=C(NCCCO)C(=O)NCC1OCCCN1S(=O)(=O)c1cccs1 (stereo unspecified)	0	13	2	0	16	3	-2	1	0.0
CCCCNC(=O)c1ccc2c(OCC)n(CCCC)nc2c1	7	1	6	-1	2	10	-4	1	2.1
CN(C)/C=N/c1c(C(=O)NCc2ccccc2)nnn1Cc1ccccc1	3	-2	-14	-5	0	2	0	-3	3.1
